Compound activity: PubChem, NMMLSC
Bim-Bcl-2 = disrupts Bim peptide binding to human Bcl-2 | AID 950 | hit rate 0.06% among 190,000 | P10415 | Bead-based flow cytometry, Bim peptide-Bcl-2 binding | inhibition, % at 10 µM; in the data active = inhibition above about 40%;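 note: 0% = no compound wells with probe peptide and 100% = reference peptide inhibitor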
Target sequence (P10415 whole entry, looked up): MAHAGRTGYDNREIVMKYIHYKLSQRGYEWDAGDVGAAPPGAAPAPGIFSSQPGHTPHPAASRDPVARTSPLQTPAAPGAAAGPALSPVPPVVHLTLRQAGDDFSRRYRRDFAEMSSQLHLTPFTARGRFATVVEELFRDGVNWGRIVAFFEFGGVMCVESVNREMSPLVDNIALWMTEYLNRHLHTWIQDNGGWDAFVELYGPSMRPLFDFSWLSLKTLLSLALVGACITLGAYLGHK
RGS7-Gao reg = human RGS7-Galphao interaction regulation | Multiplexed bead flow cytometry, RGS7-Galphao binding; actives lie on both sides | binding response (% of control), % at 10 µM | hit rate 0.35% among 220,000; in the data active = binding response below about 49% or above about 150%;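 note: fluorescent Galphao held in activated GDP-AlF4 state binding bead-coupled RGS7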
RGS4-Gao reg = modulates binding of RGS4 to human Galphao. Multiplexed bead flow cytometry; actives lie on both sides. binding response (% of control), % at 10 µM. hit rate 0.33% among 220,000. P09471; in the data active = binding response below about 49% or above about 150%; inactive = in between;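 note: fluorescent Galphao activated with aluminum fluoride binding bead-coupled RGS4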
Bcl-B Bim block = human Bim-Bcl-B interaction inhibition; Q9HD36; bead-based flow cytometry, Bim peptide-Bcl-B binding; inhibition, % at 10 µM; hit rate 0.073% among 190,000;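 note: 0% = tracer peptide without compound and 100% = reference inhibitor peptide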
Target sequence (Q9HD36 whole entry, looked up): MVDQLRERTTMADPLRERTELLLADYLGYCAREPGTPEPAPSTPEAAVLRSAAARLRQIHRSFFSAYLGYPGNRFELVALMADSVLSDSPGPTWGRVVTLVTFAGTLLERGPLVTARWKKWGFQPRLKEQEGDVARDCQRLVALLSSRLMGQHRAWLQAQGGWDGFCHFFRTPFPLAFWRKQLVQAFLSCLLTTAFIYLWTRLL
Bim-Bfl-1 = disrupts Bim binding to human Bfl-1; Bead-based flow cytometry, Bim-Bfl-1 binding inhibition; inhibition, % at 10 µM; hit rate 0.12% among 190,000;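 note: 0% = wells without compound plus tracer and 100% = blocker peptide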
Bim-Mcl-1 = disrupts Bim peptide binding to human Mcl-1; Q07820; Bead-based flow cytometry, Bim peptide-Mcl-1 binding; inhibition, % at 10 µM; hit rate 0.1% among 190,000; AID 1009;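 note: 0% = no compound tracer wells and 100% = peptide blocker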
Target sequence (Q07820 whole entry, looked up): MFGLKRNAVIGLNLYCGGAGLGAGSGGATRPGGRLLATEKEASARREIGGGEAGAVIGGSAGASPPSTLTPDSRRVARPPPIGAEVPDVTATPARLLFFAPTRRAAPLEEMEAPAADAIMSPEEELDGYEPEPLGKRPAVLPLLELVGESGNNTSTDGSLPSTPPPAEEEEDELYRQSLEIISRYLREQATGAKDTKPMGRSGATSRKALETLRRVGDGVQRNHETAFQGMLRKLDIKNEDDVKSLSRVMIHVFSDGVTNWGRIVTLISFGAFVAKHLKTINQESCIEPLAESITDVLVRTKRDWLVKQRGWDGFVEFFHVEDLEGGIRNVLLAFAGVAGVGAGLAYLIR
Bim-Bcl-XL = disrupts Bim peptide binding to human Bcl-XL. Q07817. bead flow cytometry, fluorescence. inhibition, % at 10 µM. hit rate 0.04% among 190,000
Bim-Bcl-W = disrupts Bim peptide binding to human Bcl-W | bead-based flow cytometry | inhibition, % at 10 µM | hit rate 0.02% among 190,000 | AID 952;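 note: 0% = bound tracer without compound and 100% = peptide blocker; higher means less fluorescent Bim peptide bound to Bcl-W beads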
Target sequence (Q92843 whole entry, looked up): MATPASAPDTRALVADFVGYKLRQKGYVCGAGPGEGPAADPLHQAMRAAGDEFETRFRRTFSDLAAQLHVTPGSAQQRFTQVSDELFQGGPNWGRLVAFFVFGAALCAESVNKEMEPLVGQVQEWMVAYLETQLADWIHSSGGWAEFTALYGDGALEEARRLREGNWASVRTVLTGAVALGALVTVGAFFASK
ABCG2 inh = inhibitors of human ABCG2 transporter, ABCB1 counter-screen. Q9UNQ0. IgMXP3 cells, JC-1 efflux, flow cytometry. inhibition, % at 6.6 µM. hit rate 0.1% among 190,000;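 active = inhibition above 80%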;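 note: 0% = DMSO and 100% = nicardipine control wells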
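System: two drug-resistant human cell lines, ABCG2 and ABCB1; controls: nicardipine high and DMSO low controls; times: 10 min exposure at 25 °C with rotation, no wash; detection: flow cytometry of retained JC-1 fluorescence; read-out basis: percent efflux inhibition, scaled nicardipine 100% to DMSO 0%; doses: one concentration, 6.6 µM final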
ABCB1 block = blocks JC-1 efflux by human ABCB1 transporter | P08183 | CCRF-Adr cells, flow cytometry | inhibition, % at 6.6 µM | hit rate 0.067% among 190,000 | AID 1326; in the data active = inhibition above about 40%;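 note: 0% = vehicle and 100% = reference inhibitor; higher value means more JC-1 retained so stronger ABCB1 efflux block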
RGS8-Gao reg = human RGS8-Galphao interaction regulation; P09471; multiplexed bead flow cytometry, RGS8-Galphao binding; actives lie on both sides; response (percent of control binding), % at 10 µM; hit rate 0.34% among 220,000; AID 1423; in the data active = response below about 60% or above about 140%; inactive = in between;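 note: Galphao activated as the GDP aluminium fluoride complex binding bead-coupled RGS8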
* = called active by the depositor. Cut-off read from the data, not from the text of the source, unless noted: active = inhibition above about 40%.

nr | mol | Bim-Bcl-2 | RGS7-Gao reg | RGS4-Gao reg | Bcl-B Bim block | Bim-Bfl-1 | Bim-Mcl-1 | Bim-Bcl-XL | Bim-Bcl-W | ABCG2 inh | ABCB1 block | RGS8-Gao reg
1 | NC(=O)c1ccsc1NC(=O)c1ccc(S(=O)(=O)N2CCCCC2)cc1 | 4 | 107 | 116 | 4 | 8 | 4 | 5 | 4 | 1 | 0.2 | 101
2 | COc1cccc(-c2nc(=S)c3c(o2)CCCC3)c1 | -3 | 94 | 95 | 0 | -1 | -1 | -3 | 0 | -4 | -0.9 | 99
3 | CCOc1ccc2oc(-c3ccccc3)c(C(=O)O)c2c1 | -4 | 91 | 86 | 0 | 0 | -2 | -1 | -1 | 0 | 0.0 | 84
4 | CCCOc1ccc(C(=O)NNC(=S)NC(=O)c2cc(-c3ccccc3)nc3ccccc23)cc1 | -3 | 103 | 102 | -5 | -14 | 0 | -4 | -3 | -1 | -0.3 | 104
5 | COc1ccc(CCC2(C)NC(=O)NC2=O)cc1 (stereo unspecified) | -12 | 96 | 99 | -10 | -13 | -2 | -4 | 0 | 1 | 0.4 | 100
6 | COc1cccc(CC2(CO)CCCN(C/C=C/c3ccccc3OC)C2)c1 (stereo unspecified) | -3 | 106 | 102 | -6 | -5 | 0 | -5 | -4 | 11 | 4.0 | 102
7 | Cc1ccc(-n2ncc(-c3nnc(SCC(=O)NC4CCCC4)o3)c2N)cc1C | -3 | 100 | 104 | -5 | -11 | 0 | 2 | 4 | 16 | 1.0 | 108
8 | CCC(=O)Nc1ccc(Cl)c(NC(=O)c2ccc(Br)o2)c1 | -7 | 97 | 103 | -8 | -12 | -1 | -3 | 0 | 0 | 0.5 | 104
9 | COc1ccc(CNC(=O)/C(C#N)=C2\N=C(NC(=O)c3cccs3)c3ccccc32)cc1 | -6 | 101 | 99 | -1 | -16 | -2 | -11 | -7 | 0 | 0.3 | 103
10 | Cc1nnsc1NC(=O)OCc1ccc(Cl)cc1Cl | -1 | 98 | 101 | 0 | 0 | -2 | -1 | 1 | 18 | 0.8 | 100
11 | COc1ccc2[nH]c(C)c(CCN3C(=O)C4CC=CCC4C3=O)c2c1 (stereo unspecified) | -3 | 102 | 99 | 0 | -12 | 0 | 0 | -2 | 6 | 0.3 | 100
12 | CCN(Cc1ccccc1)c1c(C(=O)O)cnc2c1cnn2C | -1 | 104 | 102 | -1 | -7 | 0 | 0 | 1 | 0 | -0.4 | 101
13 | O=C(Nc1ccc(-c2cn3ccsc3n2)cc1)C1CC1 | 0 | 98 | 101 | 8 | 5 | 7 | 9 | 6 | 28 | 0.0 | 91
14 | CCn1c(SCC(=O)Nc2cccc(F)c2)nc2c(c1=O)SC(C)C2 (stereo unspecified) | -8 | 100 | 101 | -7 | -8 | -3 | -8 | -8 | 3 | 0.8 | 102
15 | Cn1c(=O)n(-c2cccc(Cl)c2)c(=O)n1C | -1 | 98 | 101 | -1 | -2 | 0 | 0 | 0 | -1 | -0.3 | 102
16 | COc1ccccc1/C=C/C(=O)OCCCN(C)C | -2 | 106 | 107 | -2 | -5 | 1 | -1 | -3 | -1 | 1.7 | 103
17 | Cc1ccc(C)c(OCC(=O)Nc2c[nH]c(=O)[nH]c2=O)c1 | -6 | 94 | 91 | -7 | -4 | -3 | -7 | -6 | 17 | 0.4 | 96
18 | Nc1ccc(S(=O)(=O)Nc2nccc(/C=C/c3ccc(Br)s3)n2)cc1 | -1 | 106 | 96 | -1 | -3 | -3 | 0 | 0 | 1 | 0.0 | 100
19 | Cc1sc(NC(=S)NC(=O)c2ccco2)c(C(N)=O)c1C | 0 | 102 | 100 | -3 | -1 | -1 | -2 | -3 | -2 | -0.7 | 100
20 | COC(=O)c1cn(NC(=O)c2cc(OC)c(OC)c(OC)c2)c(=O)c2ccccc12 | 0 | 99 | 97 | -2 | -4 | 0 | 0 | -3 | 1 | 0.4 | 102
21 | CCC/C(O)=C1\C(=O)CCCC1=NCCCCCC(=O)O | -6 | 103 | 104 | -5 | -15 | 2 | 0 | 2 | 1 | 0.2 | 102
22 | COc1ccc(NC(=O)Nc2ccc(N3CCCC3=O)cc2)cc1OC | -2 | 99 | 102 | -4 | -2 | -1 | -4 | -1 | 3 | 0.4 | 101
23 | CC(C)(C)c1[nH]c2ccccc2c1/C=N/O | -3 | 100 | 98 | -3 | -11 | 0 | 1 | 2 | 0 | 0.0 | 101
24 | CCC1=NN2C(=N)/C(=C\c3cccn3-c3ccc(Cl)cc3)C(=O)N=C2S1 | 0 | 102 | 101 | 0 | -4 | 0 | -2 | 0 | -4 | -0.9 | 98
25 | Brc1ccc(Oc2nsnc2N2CCOCC2)cc1 | -9 | 101 | 104 | -6 | -6 | -5 | -4 | -5 | 2 | 0.2 | 92
26 | CC(=O)c1c(OC(=O)c2ccccc2)c2ccccc2n1C | 1 | 102 | 100 | -2 | -1 | -1 | -4 | -1 | 5 | 0.9 | 103
27 | CCC1CCCCN1CCCNC(=O)Cn1nc(-c2ccc(C)cc2)ccc1=O (stereo unspecified) | -7 | 96 | 101 | -11 | -17 | -3 | -6 | -1 | 8 | -0.1 | 101
28 | O=C(Nc1ccc(OC(F)(F)F)cc1)c1[nH]ncc1[N+](=O)[O-] | -3 | 102 | 101 | -3 | -5 | 0 | -1 | 0 | 26 | 0.7 | 101
29 | O=C(NCCN1CCOCC1)c1cc(-c2ccc(Cl)cc2)on1 | -13 | 99 | 100 | -7 | -20 | -7 | -11 | -2 | 34 | 0.6 | 100
30 | COc1ccc(C(=O)c2c[nH]c(C(=O)NCc3ccco3)c2)cc1 | 0 | 20* | 29* | 0 | -1 | -1 | 0 | 0 | 3 | 0.2 | 18*

Taken from above, 5 compounds:
nr | mol | Bim-Bcl-2 | RGS7-Gao reg | RGS4-Gao reg | Bcl-B Bim block | Bim-Bfl-1 | Bim-Mcl-1 | Bim-Bcl-XL | Bim-Bcl-W | ABCG2 inh | ABCB1 block | RGS8-Gao reg
26 | CC(=O)c1c(OC(=O)c2ccccc2)c2ccccc2n1C | 1 | 102 | 100 | -2 | -1 | -1 | -4 | -1 | 5 | 0.9 | 103
27 | CCC1CCCCN1CCCNC(=O)Cn1nc(-c2ccc(C)cc2)ccc1=O (stereo unspecified) | -7 | 96 | 101 | -11 | -17 | -3 | -6 | -1 | 8 | -0.1 | 101
28 | O=C(Nc1ccc(OC(F)(F)F)cc1)c1[nH]ncc1[N+](=O)[O-] | -3 | 102 | 101 | -3 | -5 | 0 | -1 | 0 | 26 | 0.7 | 101
29 | O=C(NCCN1CCOCC1)c1cc(-c2ccc(Cl)cc2)on1 | -13 | 99 | 100 | -7 | -20 | -7 | -11 | -2 | 34 | 0.6 | 100
30 | COc1ccc(C(=O)c2c[nH]c(C(=O)NCc3ccco3)c2)cc1 | 0 | 20* | 29* | 0 | -1 | -1 | 0 | 0 | 3 | 0.2 | 18*

Remaining list, next part:
nr | mol | Bim-Bcl-2 | RGS7-Gao reg | RGS4-Gao reg | Bcl-B Bim block | Bim-Bfl-1 | Bim-Mcl-1 | Bim-Bcl-XL | Bim-Bcl-W | ABCG2 inh | ABCB1 block | RGS8-Gao reg
31 | COc1ccc(Nc2nc(S(=O)(=O)c3ccc(C)cc3)c(Cl)s2)cc1 | -2 | 87 | 89 | -2 | 0 | 1 | -1 | 0 | 8 | 0.2 | 94
32 | Nc1nc(-c2ccco2)nn1S(=O)(=O)c1ccc(Cl)cc1 | 0 | 97 | 97 | -9 | 2 | -8 | -2 | 0 | -3 | -0.7 | 100
33 | CC(C)CN1CCN(CC#Cc2ccccc2)CC1CCO (stereo unspecified) | -9 | 101 | 96 | -8 | -10 | -3 | -5 | -4 | 0 | 0.3 | 100
34 | COc1ccc(C(=O)C[n+]2ccc(-c3nnc4n3CCC4)cc2)cc1 | -4 | 99 | 101 | -12 | 7 | -6 | -6 | -1 | -3 | 0.1 | 102
35 | N#CC1=C(N)Oc2c(ccc3ccccc23)C1c1cccs1 (stereo unspecified) | 0 | 86 | 80 | 1 | 0 | 2 | 0 | 3 | 14 | 0.7 | 78
36 | O=C(O)CCCC(=O)Nc1ccccc1-n1ccnc1 | -13 | 103 | 85 | -11 | -11 | -5 | -4 | 1 | 9 | 1.1 | 94
37 | Cc1cccc(N2C(=S)NC3c4cc(Cl)ccc4OC2(C)C3C(=O)N(C)C)c1 (stereo unspecified) | -10 | 103 | 106 | -8 | -6 | -2 | -3 | 0 | 2 | 1.4 | 101
38 | Cc1ccc(-c2nc(C)sc2CC(=O)OCC(=O)Nc2cccc([N+](=O)[O-])c2)cc1 | -3 | 103 | 103 | -4 | 0 | -3 | -7 | -1 | 54 | 2.5 | 92
39 | C(=C\c1ccccc1)/CSc1nnc(-c2cccnc2)o1 | -4 | 99 | 103 | -9 | -10 | -3 | -13 | 1 | 2 | 0.4 | 104
40 | CCc1c(C)sc(NC(=S)N2CCN(CC)CC2)c1C(=O)OC | -5 | 104 | 101 | -11 | -3 | 0 | -1 | -2 | 10 | 1.6 | 103
41 | O=C1c2ccccc2C(=O)N1c1ccc(Br)c2cccnc12 | -1 | 103 | 102 | -3 | 0 | -2 | -1 | 0 | -1 | -0.1 | 103
42 | CC1(C)CSC(=NCc2ccccc2)N1C(=O)c1cccc([N+](=O)[O-])c1 | -1 | 101 | 100 | -3 | -2 | -6 | -2 | -2 | 25 | -0.2 | 103
43 | COC(=O)c1ccc(NC(=S)NC2c3ccccc3CC2O)cc1 (stereo unspecified) | 2 | 102 | 102 | -2 | -2 | -2 | -4 | 0 | 4 | 0.3 | 101
44 | Cn1cccc1-c1nc2ccc(NC(=O)c3cccs3)cc2[nH]1 | -7 | 100 | 100 | -4 | -11 | 1 | 5 | 1 | 1 | -0.1 | 103
45 | Cc1cc(C)nc(NC(=O)CSc2nnnn2-c2ccccc2)n1 | -7 | 93 | 90 | -1 | -3 | 0 | -3 | -2 | 1 | 0.3 | 97
46 | COc1ccc(NC(=O)CC2C(=O)N(Cc3cccs3)C(=S)N2C(C)C)cc1 (stereo unspecified) | -3 | 104 | 101 | -9 | -1 | 0 | -6 | -1 | 30 | 6.0 | 103
47 | O=C(c1ccc([N+](=O)[O-])cc1)N1CCSC1c1ccc(Br)cc1 (stereo unspecified) | 2 | 92 | 88 | -1 | -4 | -1 | -1 | -3 | 6 | 0.9 | 94
48 | COc1ccccc1NC(=S)N(CCc1ccc(OC)c(OC)c1)Cc1ccccn1 | -4 | 102 | 94 | -6 | -3 | 2 | 0 | 3 | 18 | 1.9 | 98
49 | CC1CCc2nn(CC(=O)NCc3ccco3)cc2C1 (stereo unspecified) | -5 | 103 | 107 | -5 | -9 | 0 | -5 | 2 | -2 | -1.9 | 106
50 | CCCC(=O)Nc1ccc(NC(=O)Cc2ccccc2)cn1 | 0 | 94 | 94 | -3 | 1 | 0 | -1 | 0 | 0 | 0.1 | 95
51 | Cc1cc(S(=O)(=O)N2CCN(c3ccc(F)cc3)CC2)c(C)s1 | -7 | 101 | 102 | -7 | -10 | -3 | -5 | -2 | 1 | 0.4 | 103
52 | Cn1cc(/C=C/C(=O)N2CCCC(C(=O)c3cccc(C(F)(F)F)c3)C2)cn1 (stereo unspecified) | -5 | 93 | 96 | -2 | 1 | -3 | -1 | -5 | 15 | 2.0 | 96
53 | CC(C)CCSc1cc(NCCO)c([N+](=O)[O-])c2nonc12 | 0 | 98 | 101 | -4 | 2 | 2 | -1 | 3 | 7 | 1.1 | 104
54 | CC12COC3(C(=O)Nc4ccc(Cl)cn4)CC1CCC32C (stereo unspecified) | -4 | 100 | 104 | -5 | -7 | 2 | -3 | 2 | 2 | 0.4 | 102
55 | COc1cc(CNn2c(C)n[nH]c2=S)cc(Cl)c1OCc1ccc(F)cc1 | -2 | 109 | 103 | -12 | -7 | 1 | -3 | 1 | -1 | -1.2 | 99
